# RGS12 GoLoco inh: inhibitors of human Gai1-RGS12 GoLoco interaction (red fluorophore); Gai1:RGS12 GoLoco peptide FP, rhodamine, 10 min; 230,000 tested, 0.44% active; Potency, µM (highest dose often 61.6 µM), for the others: top-dose activity, negative = inhibition, most hits filed as inhibitors; AID 880; active means well fitted inhibition curve with a large enough effect, not every such curve was filed as active; inactive means no such curve, though single readings can be large or run the other way; further: on the % scale 0 is the no-effect control and ±100 the full control effect; nearly all actives have a fitted effect of over 30% in size; many of its hits are not listed in these tables
# Target sequence (P63096 whole entry, looked up): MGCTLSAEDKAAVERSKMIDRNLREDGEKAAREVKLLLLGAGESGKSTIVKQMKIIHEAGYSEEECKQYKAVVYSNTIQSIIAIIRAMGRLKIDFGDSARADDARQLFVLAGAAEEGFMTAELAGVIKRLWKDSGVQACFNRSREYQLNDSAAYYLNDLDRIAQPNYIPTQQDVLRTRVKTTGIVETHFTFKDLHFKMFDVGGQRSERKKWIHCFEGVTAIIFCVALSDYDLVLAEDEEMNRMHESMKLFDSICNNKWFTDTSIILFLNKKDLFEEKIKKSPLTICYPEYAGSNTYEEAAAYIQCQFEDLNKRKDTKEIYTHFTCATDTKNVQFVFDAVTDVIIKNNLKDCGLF
# IMPase Li inh: IMPase inhibition in cells with lithium potentiation; 210,000 tested, 0.35% active; CHO-M1 cells, IP1 TR-FRET (IP-One), carbachol + lithium; Potency, µM (doses to about 59.4 µM), inactives show top-dose activity, negative = IMPase inhibition, most hits filed as inhibitors; AID 1457;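 further: IP1 builds up when IMPase is blocked and the TR-FRET signal falls; plate controls were basal vehicle for no effect and high inhibitor control for full effect; nearly all actives have a fitted effect of over 50% in size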
#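 CHO cells stably expressing M1 receptor (2000/well, cultured 16–30 h) treated 30 min at 37C with compound plus low lithium. Cytosolic IP1 by TR-FRET (665/620 ratio and 620 channel) after 10 min lysis; AC50 by Hill fit.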
# GAA inh: blocks human lysosomal alpha-glucosidase; purified human GAA, 4-MU-alpha-glucoside fluorescence; Potency, µM (titrated, usually from 76.9 µM), for the others: at the highest dose activity change, negative = inhibition, usual class: inhibitors; P10253; 200,000 tested, 0.005% active;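 further: plate controls were uninhibited enzyme wells for no effect and no-enzyme background for full effect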
#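 Read-out is 4-methylumbelliferone fluorescence (Ex 365/Em 440 nm) after NaOH/glycine stop at pH 10. Enzyme 4 nM, substrate 400 uM, pH 5.0 citrate buffer, 20 min room temperature; AC50 from Hill-equation concentration-response.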
# HTT cytoprotect: cytoprotection in Huntington HTT-Q103 PC12 cell model; PC12 HTT-Q103 induced, cytoprotection, ATP luminescence, 40 h; Potency, µM (titrated, usually from 56.4 µM), for inactives: cytoprotection (ATP increase), actives largely listed as activators; 230,000 tested, 0.14% active;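 further: % of control where 0% means no effect; nearly all actives have a fitted effect of over 45% in size; toxic huntingtin expression switched on by the ecdysone agonist tebufenozide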
#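 PC12 cells with ecdysone-inducible HTT exon 1 Q103-GFP, induced with 100 nM tebufenozide and co-treated with library compounds in a dose series (1536-well, 1500 cells/well). Cytoprotection read as ATP content by ATPlite luminescence.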
# HttQ103 aggreg: mutant huntingtin aggregation inhibition. PC12 HttQ103-GFP aggregates, Acumen cytometry, 40 h. Potency, µM (titrated, usually from 46.1 µM), inactives show top-dose activity change, negative = inhibition, usual class: inhibitors. 220,000 tested, 1.1% active; further: on the % scale 0 is the no-effect control and ±100 the full control effect; nearly all actives have a fitted effect of over 60% in size
#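 Ecdysone-promoter PC12 model expressing HTT exon 1 Q103 fused to GFP, induced by tebufenozide at 100 nM final. Compounds titrated; aggregates sized 1–25 µm scored on a 488 nm laser cytometer.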
# GAA glycogen mod: GAA glycogen-cleavage inhibition or activation; P10253; recombinant GAA, glycogen substrate, Amplex Red glucose oxidase fluorescence; Potency, µM (highest dose often 76.4 µM), inactives show at the highest dose activity change, negative = inhibition, usual class: inhibitors; 300,000 tested, 0.38% active; AID 2100;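 further: 0% = full enzyme reaction and -100% = no-enzyme basal signal; the screen sought inhibitors and activators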
#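 Recombinant human enzyme (4 nM); glycogen substrate; 37 C, 40 min, pH 5.0. Readout: coupled glucose oxidase/Amplex Red fluorescence.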
# GAA spleen mod: lysosomal alpha-glucosidase (human) modulation. 240,000 tested, 0.006% active. human spleen homogenate, 4-MU-alpha-glucoside fluorescence. Potency, µM (series often up to 79.9 µM), without a hit: at the highest dose activity change, negative = inhibition, hits mostly inhibitors;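 further: 0% = enzyme with vehicle and -100% = no enzyme basal signal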
#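 Human spleen homogenate (1 ug) with 4-methylumbelliferyl-alpha-D-glucopyranoside (1 mM final) in 50 mM citrate/phosphate pH 5.0, 0.01% Tween-20; 40 min at 37 C. Stopped at pH 10; 4-MU fluorescence Ex 365/Em 440 nm; AC50 by Hill fit.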
# * marks the source's active call; other numbers are inactive results; ? = inconclusive; . = not tested or not shown; & = joins results of further samples; [ ] = remark or other dose. Unless noted, the call rests on the fitted dose curve; in most records, active means well fitted curve in the direction sought with a large enough effect; inconclusive means small, poorly fitted or top-dose-only effect, or another doubt; inactive means no such curve, though single readings can be large; an effect the other way counts as inactive or inconclusive. Potency means the concentration at half of the fitted maximal effect.
# Second line of a record: RGS12 GoLoco inh	IMPase Li inh	GAA inh	HTT cytoprotect	HttQ103 aggreg	GAA glycogen mod	GAA spleen mod
COc1ccc(/C=N\NC(=O)c2cc(OCC(F)(F)F)ccc2OCC(F)(F)F)cc1
  -6%	6%[38.3 µM]	4%	-8%[10 µM]	-10%	1%	-16%
CC[C@H](C)[C@@H](NC(=O)O[C@@H]1C(=O)c2cc(OC)ccc2O[C@H]1c1cccc(OC)c1)C(=O)OC
  3%	19%	.	-41%[inhibitor]	.	.	0%
O=C(CSc1ncnc2c(-c3ccc(Cl)cc3)nsc12)c1ccccc1
  27%	-29%[38.3 µM]	-5%	-8%	9%	1%	-2%
COc1ccccc1NC(=O)CC(c1ccc(F)cc1)c1ccco1 (stereo not drawn)
  5%	.	0%	15%[10 µM]	-16%[9.22 µM]	3%	-2%
CCC1(c2ccc(Cl)cc2)NC(=S)N(c2ccccc2)N1 (stereo not drawn)
  10%	7%	1%	3%[10 µM]	0%	-26%	0%
COc1ccc(N2CCN(C(c3cc(OC)ccc3OC)c3nnnn3CC3CCCO3)CC2)cc1 (stereo not drawn)
  -16%	8%	1%	8%[10 µM]	8%	-4%	2%
O=C(c1ccc(C(=O)N2CCOCC2)nc1)N1CCOCC1
  -5%	21%[38.3 µM]	-10%	-8%	-18%	3%	-4%
COc1ccc(OCC(O)CN2CCCCCC2)cc1 (stereo not drawn)
  -3%	5%	0%	1%[10 µM]	2%	5%	2%
COc1cccc(OC)c1OCCCOc1c(OC)cccc1OC
  -2%	26%[38.3 µM]	-3%	9%	-9%	3%	-3%
Cc1cc(NC(=O)CSc2nnc(N)s2)c([N+](=O)[O-])cc1C
  -1%	2%	-2%	-23%	5%	-5%	4%
Cc1ccc(-c2nc(-c3cccnc3)no2)cc1
  -8%	-15%[38.3 µM]	-2%	-103%[inhibitor][0.074 µM]	-10%	9%	-9%
CC(C)n1ncc2c(C(=O)O)cc(C3CC3)nc21
  4%	.	.	-15%[10 µM]	-4%[9.22 µM]	3%	4%
C=CCOc1ccc(C2c3c(oc4ccccc4c3=O)C(=O)N2CCCN2CCOCC2)cc1 (stereo not drawn)
  -4%	13%[38.3 µM]	-1%	-4%	16%	3%	8%
CCc1nc2sc3c(c2c(=O)n1NC(=O)CCl)CCCC3
  -10%	20%[38.3 µM]	-1%	3%	5%	9%	1%
CCCCOC(=O)Nc1nnc(CCOCC)s1
  3%	-2%[38.3 µM]	-5%	-17%[0.074 µM]	6%	7%	-13%
O=C(CS(=O)(=O)Cc1ccccc1)Nc1nc2c(s1)CCCC2
  1%	21%[38.3 µM]	-8%	5%	0%	2%	-3%
COC(=O)COc1cccc2c(=O)n(CC(=O)NCCc3ccc(OC)c(OC)c3)ccc12
  0%	3%	6%	.	9%	18%	2%
COC(=O)c1cc([N+](=O)[O-])c(-n2ccnc2)c([N+](=O)[O-])c1
  -1%	8%	-7%	-16%[10 µM]	9%	12%	-3%
COc1cccc(NC(=S)Nc2cccnc2)c1
  1%	-9%	-2%	-3%[10 µM]	14%	-5%	0%
CCCC12CN3CC(C)(CN(C1)C3c1ccc([N+](=O)[O-])o1)C2=O (stereo not drawn)
  0%	.	-3%	4%[10 µM]	-6%[9.22 µM]	2%	-17%

# (next part)
# Second line of a record: RGS12 GoLoco inh	IMPase Li inh	GAA inh	HTT cytoprotect	HttQ103 aggreg	GAA glycogen mod	GAA spleen mod
COc1ccc2o/c(=N/NC(=S)Nc3ccccc3)c(C(N)=O)cc2c1
  16%	-5%	8%	1%[10 µM]	2%	-10%	3%
CCc1ccccc1O
  -5%	11%	.	-7%	.	.	1%
COc1cc(COCC(O)CN2CCc3ccccc3C2)cc(OC)c1OC (stereo not drawn)
  9%	0%	6%	22%	43%	-1%	0%
CCOC(=O)C1(C(F)(F)F)N=C(C(F)(F)F)Nc2cc(C)c(C)cc21 (stereo not drawn)
  -11%	0%	-7%	.	-3%	-3%	-2%
O=C(Nc1nnc(SCc2ccc(Cl)cc2)s1)c1cnccn1
  21%	-3%	3%	5%[10 µM]	?	3%	-4%
CCn1nnnc1SCC(=O)Nc1cccc(C)n1
  3%	3%[38.3 µM]	-1%	-12%[10 µM]	?	2%	-2%
CC(=O)C(=Cc1cn(-c2ccccc2)nc1-c1ccccc1)C(C)=O
  8%	13%	8%	8%	-32%	5%	6%
Cc1ccccc1CSCC(=O)N/N=C/c1cccs1
  5%	4%[38.3 µM]	-2%	8%	-1%	-3%	-2%
O=C(O)c1ccc2c(c1)NC(=O)C(N1CCCC1)S2 (stereo not drawn)
  -22%	3%[38.3 µM]	-1%	11%	8%	11%	-3%
CC(=O)c1c(C)[nH]c(C(=O)N2CCN(c3ccc(F)cc3)CC2)c1C
  7%	31%[activator][38.3 µM]	2%	0%	-1%[9.22 µM]	-1%	5%
CCOC(=O)c1[nH]c2ccccc2c1N=C(C)N(CC)CC
  1%	7%[38.3 µM]	-11%	-17%	-8%[9.22 µM]	?	-1%
CC12CCC(C(=O)Nc3cc(Cl)ccc3Cl)(C/C1=N\O)C2(C)C (stereo not drawn)
  4%	-4%[38.3 µM]	-2%	-32%	11%	0%	-17%
CCC(C)(C)NC(=S)Nc1ccc(-c2nc3ccc(C)cc3s2)cc1
  21%	?	0%	5%[10 µM]	-11%	-1%	-3%
CC(=O)c1c(O)cc(O)cc1CC(=O)O
  3%	-2%	.	8%[10 µM]	8%[9.22 µM]	0%	5%
COc1ccc2c(c1OC)C(=O)NC(C)=C(C(=O)OC(C)(C)C)C2O (stereo not drawn)
  -10%	8%	-3%	-1%[10 µM]	-20%	1%	-7%
N=c1sccn1CC(=O)Nc1ccc(Cl)c(S(=O)(=O)N2CCOCC2)c1
  19%	-5%[38.3 µM]	0%	-25%	9%	-1%	-5%
O=C(O)c1cccc(C(=O)Cc2ccccc2)c1
  8%	-2%[38.3 µM]	6%	-11%	-6%	3%	1%
O=C(OCc1ccc2c(c1)OCO2)c1ccc(S(=O)(=O)N2CCCC2)cc1
  -15%	41%[38.3 µM]	-2%	-7%	3%	-7%	-2%
COc1cccc(/C=C2\C(=O)C(=O)c3ccccc32)c1
  4%	-6%[38.3 µM]	-6%	5%	8%[9.22 µM]	-24%	0%
CC1CSc2ccccc2NC1=S (stereo not drawn)
  8%	1%	6%	13%[10 µM]	-9%	-3%	-3%

# The list continues:
compound | RGS12 GoLoco inh | IMPase Li inh | GAA inh | HTT cytoprotect | HttQ103 aggreg | GAA glycogen mod | GAA spleen mod
COCC(=O)NCCSc1c(C)[nH]c2ccccc12 | -1% | 27%[38.3 µM] | -6% | 36%[10 µM] | 4% | 0% | -1%
CC(C)c1ccc(NC(=O)C(c2ccccc2)N(C)C(=O)c2cnccn2)cc1 (stereo not drawn) | 4% | 1% | -6% | -56%[inhibitor] | 5% | -3% | -8%
CCCn1nc(NC(=O)c2ccco2)c2cc3ccccc3nc21 | 4% | 8% | 4% | 7% | 3% | 3% | 3%
COC(=O)CNc1nc(C2CC2)nc2c1nnn2Cc1ccccc1Cl | 5% | 2% | 2% | -13%[10 µM] | 7% | 0% | -1%
Cc1ccc(S(=O)(=O)c2cc3c(=O)n4cccc(C)c4nc3n(CC3CCCO3)c2=N)cc1 (stereo not drawn) | 5% | 4%[38.3 µM] | -2% | -2% | -9% | 1% | -3%
O=C(Nc1ccccc1)N(Cc1ccccc1)C1=NCCS1 | -2% | -11%[38.3 µM] | 8% | -12% | -7% | -4% | -18%
CC(C)CN1CCN(CC#Cc2ccccc2)CC1CCO (stereo not drawn) | 9% | 12% | 12% | 11%[10 µM] | 10%[9.22 µM] | -6% | 3%
CC(=O)c1cccc(NC(=O)CSc2nnc(-c3cccnc3)o2)c1 | -6% | -1% | 1% | 5%[10 µM] | -5% | 8% | -21%
COc1cc(OC)cc(C(=O)Nc2ccc(S(=O)(=O)N(C)C)cc2)c1 | 3% | 3%[38.3 µM] | -5% | -40%[inhibitor] | 9% | 1% | 1%
CS(=O)(=O)N1CCN(c2ccc(NC(=S)NC(=O)c3ccc4c(c3)OCO4)cc2)CC1 | 9% | 0% | -2% | 15% | 27% | -6% | 0%
CCOC(=O)N1CCN(C(=O)c2ccc3nc4ccc(Cl)cc4c(=O)n3c2)CC1 | 7% | -4% | 2% | -1%[10 µM] | -5% | 6% | 7%
N[C@H](C(=O)O)[C@@H]1C[C@@H]1C(=O)O | 8%&6% | 10%&3% | . | -21%&10% | . | . | 8%&-5%
COc1cccc(N2CCN(Cc3cccnc3)CC2)c1 | 4% | -1%[38.3 µM] | 3% | -8% | -8% | -4% | -5%
Cc1cc(C)c2c(CC(=O)Nc3nccs3)coc2c1 | 23% | ? | -3% | -8% | -3% | -6% | 1%
Cc1cc(=O)[nH]c(SCC(=O)NCCc2ccccc2)n1 | -5% | 12%[38.3 µM] | -1% | 15%[10 µM] | -1% | -4% | -10%
N/N=C/C(=N\Nc1ccc(Cl)cc1)C(=O)c1ccncc1 | -4% | . | . | 19%[10 µM] | -5%[9.22 µM] | 2% | -2%

# 3 of the compounds above, as labelled records.
> O=C(Nc1ccccc1)N(Cc1ccccc1)C1=NCCS1
  RGS12 GoLoco inh = -2%	IMPase Li inh = -11%[38.3 µM]	GAA inh = 8%	HTT cytoprotect = -12%	HttQ103 aggreg = -7%	GAA glycogen mod = -4%	GAA spleen mod = -18%

> CC(C)CN1CCN(CC#Cc2ccccc2)CC1CCO (stereo not drawn)
  RGS12 GoLoco inh = 9%	IMPase Li inh = 12%	GAA inh = 12%	HTT cytoprotect = 11%[10 µM]	HttQ103 aggreg = 10%[9.22 µM]	GAA glycogen mod = -6%	GAA spleen mod = 3%

> COc1cccc(N2CCN(Cc3cccnc3)CC2)c1
  RGS12 GoLoco inh = 4%	IMPase Li inh = -1%[38.3 µM]	GAA inh = 3%	HTT cytoprotect = -8%	HttQ103 aggreg = -8%	GAA glycogen mod = -4%	GAA spleen mod = -5%

# High-throughput results as filed in PubChem.

# These rows are one share of the data. The share of hits here may be higher or lower than overall.
